From PubChem BioAssay
H37Rv inhibition: M. tuberculosis growth inhibition, HTS (AID 449762) | M. tuberculosis H37Rv growth inhibition, 7H9 media; higher % means a stronger effect | one-dose inhibition, % at 25 µM; IC50 in µM for titrated hits | actives 0.59% (n = 330,000); in the data active = a potency from the dose series; inconclusive = inhibition above about 70% without an active follow-up result;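 note: bacterial growth assessed after seven days of incubation; strong numbers were not always called active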
M. tuberculosis: growth inhibition of non-replicating M. tuberculosis (AID 488890); Mycobacterium tuberculosis non-replicating, growth inhibition; higher % means a stronger effect; inhibition, % at 25 µM, or IC50 in µM where a hit was titrated; actives 0.39% (n = 320,000); in the data active = a potency from the dose series; inconclusive = inhibition mostly from about 82% at the one dose, without a potency; inactive = the rest, 99 in 100 with inhibition below about 76%;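 note: plate controls were DMSO cells for no effect and high antibiotic wells for full effect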
VEEV TC-83 Vero: inhibitors of VEEV TC-83 cytopathic effect, confirmation, Vero cells (AID 588727). inhibition, % at 20 µM; hits with a dose series show IC50 in µM. actives 0.13% (n = 350,000). Vero cells, VEEV TC-83 cytopathic effect inhibition; higher % means a stronger effect; in the data active = a potency from the dose series; inconclusive = inhibition mostly from about 14% at the one dose, without a potency; inactive = the rest, 99 in 100 with inhibition below about 12%; note: strong numbers were not always called active
H1N1 NS1A inhibition: NS1A inhibition, H1N1 influenza, cell based functional assay (AID 504329). actives 0.3% (n = 340,000). one-dose inhibition, % at 12.5 µM; IC50 in µM for titrated hits. NS1A functional cell-based assay, percent inhibition; higher % means a stronger effect; in the data active = a potency from the dose series; inconclusive = inhibition above about 27% without an active follow-up result; note: strong numbers were not always called active
Salmonella PhoP GFP: PhoP regulon inhibitors, Salmonella typhi PhoP promoter GFP reporter, confirmatory (AID 1850) | actives 0.33% (n = 310,000) | Salmonella Typhi PhoP-promoter GFP reporter, fluorescence, 4 h; higher % means a stronger effect | inhibition, % at 50 µM; hits with a dose series show IC50 in µM; in the data active = a potency from the dose series; inconclusive = inhibition mostly from about 25% at the one dose, without a potency; inactive = the rest, 99 in 100 with inhibition below about 19%;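 note: 0% = induced wells with vehicle and 100% = uninduced wells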
VEEV TC-83 Vero 10K pilot screen: second read-out of VEEV TC-83 Vero, no call of its own (marks repeat the call); inhibition, %; measured here: 10K pilot screen inhibition
* hit, by the source's call; i = inactive; ? = inconclusive; . = not tested or not shown. Not a hit list; any-hit rate near 1.5%.

Start of the listing, in advance (six entries):
SMILES	H37Rv inhibition	M. tuberculosis	VEEV TC-83 Vero	H1N1 NS1A inhibition	Salmonella PhoP GFP	others
C=C(CC1([C@@H](NP(=O)(c2ccccc2)c2ccccc2)[C@H]2C[C@@H]2CCCC)CC1)c1ccccc1	0%	-6%	5.2%	5%	0%
O=S1(=O)N(Cc2ccccc2F)CCCN1Cc1c(F)cccc1Cl	6%	26%	i	-2%	-1%
C=CCNC(=S)Nc1ccc(Cl)c(S(=O)(=O)N2CCOCC2)c1	-6%	16%	1.1%	-11%	-10%
Cc1onc(-c2ccccc2Cl)c1C(=O)c1ccccc1	4%	36%	i	9%	10%
O=C(CCNS(=O)(=O)c1ccc(Br)cc1)NCc1ccc(Cl)cc1	2%	-12%	i	-4%	9%
CC(C)c1cc(=O)[nH]c(N2CCN(Cc3ccc4c(c3)OCO4)CC2)n1	17%	68%	0.5%	-7%	1%

The listing, previewed entries included:
SMILES	H37Rv inhibition	M. tuberculosis	VEEV TC-83 Vero	H1N1 NS1A inhibition	Salmonella PhoP GFP	others
C=C(CC1([C@@H](NP(=O)(c2ccccc2)c2ccccc2)[C@H]2C[C@@H]2CCCC)CC1)c1ccccc1	0%	-6%	5.2%	5%	0%
O=S1(=O)N(Cc2ccccc2F)CCCN1Cc1c(F)cccc1Cl	6%	26%	i	-2%	-1%
C=CCNC(=S)Nc1ccc(Cl)c(S(=O)(=O)N2CCOCC2)c1	-6%	16%	1.1%	-11%	-10%
Cc1onc(-c2ccccc2Cl)c1C(=O)c1ccccc1	4%	36%	i	9%	10%
O=C(CCNS(=O)(=O)c1ccc(Br)cc1)NCc1ccc(Cl)cc1	2%	-12%	i	-4%	9%
CC(C)c1cc(=O)[nH]c(N2CCN(Cc3ccc4c(c3)OCO4)CC2)n1	17%	68%	0.5%	-7%	1%
Cn1c(Cn2c(=O)sc3ccccc32)nnc1SCC(=O)N1CCCCCC1	-13%	-36%	0.4%	0%	18%
C/C(N)=C(/C#N)C(=O)COC(=O)C1CCN(S(=O)(=O)c2cccs2)CC1	4%	11%	1.5%	-5%	.
O=C(N/N=C/c1ccc(Br)s1)c1ccncc1	?	0.47µM*	3.3%	-2%	16%
CSc1ccccc1C(=O)Nc1ncc(C)s1	2%	6%	1.2%	-18%	4%
CCC(=O)c1ccc(OCc2ccc(C(=O)OC)o2)c(OC)c1	5%	-3%	0.1%	-1%	-1%
O=C(Nc1ccc(NC(=O)c2sc3ccccc3c2Cl)cc1Cl)c1ccco1	-1%	1%	i	2%	-8%
CCOc1ccc(C2=Nn3cnnc3SC2)cc1	-20%	4%	i	2%	-10%
COCCN(CCOC)S(=O)(=O)c1ccc(C(=O)Nc2ccc([N+](=O)[O-])cc2OC)cc1	-6%	-8%	0.8%	6%	5%
C=CCc1ccc(OCC(O)COCC)c(OC)c1 (stereo not given)	-3%	3%	1.6%	11%	4%
CCn1c(SCC(=O)N(C)C2CCS(=O)(=O)C2)nnc1-c1cccs1 (stereo not given)	0%	-3%	2.1%	-3%	5%
Cn1nccc1C(=O)NC(=S)Nc1sc2c(c1C#N)CCCCC2	2%	0%	4.7%	7%	-7%
C/[N+]([O-])=C\CC(=O)c1ccc(-c2ccccc2)cc1	67%	22%	1.6%	-11%	10%
CCN(CC)c1ccc(/C=C2\C(=O)NC(=O)N(Cc3ccco3)C2=O)cc1	5%	12%	0.1%	6%	-9%
CCN1CCN(CC(=O)NC2CCCC2)C(=O)C1=O	-7%	.	4.8%	9%	6%
CC1CC(=S)Nc2ccccc2N1C(=O)Nc1ccccc1 (stereo not given)	1%	-12%	i	14%	-2%
Cc1cc(C)c2sc(N(CCN(C)C)C(=O)c3ccc4ccccc4c3)nc2c1	3%	22%	1.8%	0%	-24%
Cc1cc(Cl)nc2c(C(C)C)cccc12	7%	-2%	1.0%	2%	-10%
Cc1ccccc1N	-10%	-6%	i	7%	.
Cc1ccc(/C=N/NC(=O)CCn2nc(C)cc2C)c(C)c1	0%	0%	i	-5%	5%
Clc1ccc(C2=NNC(=NCC3CCCO3)SC2)cc1 (stereo not given)	7%	57%	0.1%	0%	3%
O=C(CSc1nc(-c2ccccc2Cl)ns1)c1ccc(Cl)cc1	?	?	1.1%	3%	1%
CCOC(=O)N1CCN(C(=O)COC(=O)c2ccc(S(=O)(=O)N(CC)CC)cc2)CC1	-4%	-16%	1.0%	-6%	2%
CCCCOC(=O)CCc1nc2ccccc2[nH]c1=O	2%	-1%	1.1%	3%	3%
COc1cc(CN2c3ccccc3C(=O)CS2(=O)=O)cc(OC)c1	.	.	2.0%	0%	.

Fetched by structure from above, two records:
SMILES	H37Rv inhibition	M. tuberculosis	VEEV TC-83 Vero	H1N1 NS1A inhibition	Salmonella PhoP GFP	others
CC(C)c1cc(=O)[nH]c(N2CCN(Cc3ccc4c(c3)OCO4)CC2)n1	17%	68%	0.5%	-7%	1%
O=C(CSc1nc(-c2ccccc2Cl)ns1)c1ccc(Cl)cc1	?	?	1.1%	3%	1%

Further compounds
SMILES	H37Rv inhibition	M. tuberculosis	VEEV TC-83 Vero	H1N1 NS1A inhibition	Salmonella PhoP GFP	others
Cc1ccccc1OCc1nnc(SCCN2CCCC2)n1-c1ccccc1	7%	51%	0.5%	-13%	-15%
CCN1CCN(CCCNC(=O)CS(=O)(=O)Cc2nc(-c3cccc(OC)c3)oc2C)CC1	-2%	7%	0.5%	5%	-6%
NC(=O)c1cc(Cl)ccc1OCC(=O)Nc1ccc2c(c1)OCO2	-8%	19%	3.2%	-1%	.
O=C(c1ccc(CS(=O)c2cccc(Cl)c2)o1)N1CCN(C2CCCCC2)CC1 (stereo not given)	7%	8%	2.8%	1%	3%
CC(C)Cc1cc(C(=O)Nc2ccc(F)cc2F)no1	?	2.3µM*	2.2%	-2%	-2%
O=C(CSc1nc(O)c(Cc2ccccc2)c(=O)[nH]1)c1ccccc1	0%	30%	i	2%	-2%
COc1ccc(OCCNC(=O)c2cc(C3CC3)nc3c2cnn3C(C)C)cc1	-9%	44%	9.4%	-1%	.
CC(C)[C@H](NS(=O)(=O)c1cccc(C(F)(F)F)c1)C(=O)OCC(=O)NC(=O)NCc1ccco1	6%	21%	8.0%	-8%	.
C[C@H](CO)N1C[C@H](C)[C@@H](CN(C)C(=O)Nc2ccccc2)Oc2ccc(NC(=O)NC3CCCCC3)cc2C1=O	-1%	20%	4.6%	-5%	.
Cc1cc(C)cc(N2CN=C3SCC(=O)N3C2)c1	-4%	12%	2.5%	0%	-6%
c1ccc2c(c1)Oc1cccc3cccc-2c13	-3%	-10%	i	-19%	4%
CCN(C(=O)COC(=O)CNC(=O)c1cccc(C)c1)c1c(N)n(Cc2ccccc2)c(=O)[nH]c1=O	-6%	-13%	1.4%	3%	4%
Cc1cc(C)nc(SCC(=O)c2ccc(Cl)cc2)n1	4%	75%	0.9%	-4%	3%
O=C(O)/C=C/c1cccc(NC(=O)c2ccc(Cl)cc2)c1	3%	4%	2.0%	5%	2%
CCOC(=O)c1ccccc1NC(=O)c1nc2nccc(C)n2n1	0%	-12%	8.5%	-4%	1%
COc1cc(C(=O)O/N=C(\N)Cc2ccc([N+](=O)[O-])cc2)cc(OC)c1OC	7%	26%	3.7%	.	4%
CC(C)c1csc(CN2CCN(Cc3ccc(F)cc3)C(CCO)C2)n1 (stereo not given)	-2%	-7%	1.6%	1%	11%
Cc1nc(SCC(=O)N2c3ccccc3Sc3ccccc32)n[nH]1	4%	-12%	2.9%	2%	24%
CSCC[C@H](NC(=O)c1ccc(Cl)c(S(=O)(=O)N2CCCC2)c1)c1nc2ccccc2[nH]1	-7%	7%	i	11%	-17%
O=C(Nc1cc(S(=O)(=O)N2CCOCC2)ccc1OCC(F)(F)F)C1=COCCO1	4%	2%	9.3%	4%	0%
O=C(CSc1ncn[nH]1)Nc1c(Br)cc([N+](=O)[O-])cc1Br	3%	-7%	2.7%	-4%	-4%
COc1ccc(N(C)S(=O)(=O)c2cccc(C(=O)N(C)Cc3ccc(C)o3)c2)cc1	-3%	17%	6.3%	6%	6%
COc1ccc(NC(=O)N(C)C[C@H]2Oc3ccc(NC(=O)C4CC4)cc3CC(=O)N([C@@H](C)CO)C[C@@H]2C)cc1	-3%	-17%	0.9%	2%	.
COc1ccc(-c2noc(C3CCCN(S(=O)(=O)c4ccc(C)c(Cl)c4)C3)n2)cc1OC (stereo not given)	-3%	-9%	i	2%	-3%
Cc1occc1-c1nnc(SCC(=O)c2ccccc2)n1CC1CCCO1 (stereo not given)	-15%	.	0.7%	0%	12%
O=C(CCCN1C(=O)/C(=C/c2ccccc2Cl)SC1=S)Nc1cccnc1	?	?	6.1%	-3%	-5%
Cc1ccc(/C=N/n2c(-c3ccc(Cl)cc3)n[nH]c2=S)s1	10%	24%	1.9%	-4%	8%
Cc1cc(C(=O)N2CCc3ccccc32)c2cc(F)ccc2n1	0%	23%	6.5%	-6%	6%
O=C(CSc1nnnn1-c1ccccc1)Nc1ncc2c(n1)CC(c1ccccc1)CC2=O (stereo not given)	11%	-4%	6.8%	2%	-7%
CCOC(=O)/C=C1\SCC(=O)N1CC(=O)Nc1ccc(OC)c(OC)c1	4%	-6%	0.9%	21%	-5%
COc1cccc(/C=N\Nc2nncc(-c3ccccc3)n2)c1	-9%	4%	1.2%	11%	3%
COc1cccc(CN2CC(C(=O)N(C)Cc3ccc(C)cc3)CCC2=O)c1 (stereo not given)	6%	9%	i	-4%	8%
CC(C)n1ncc2c(C(=O)N3CCN(c4ccccc4)CC3)cc(-c3ccccc3)nc21	?	7%	2.1%	1%	.
Cc1ccc(C(C)C)c(OCc2nnc(SCC(=O)Nc3nccs3)n2C)c1	-2%	-7%	0.2%	3%	2%
O=S(=O)(Cc1cccc(C(F)(F)F)c1)c1ncn[nH]1	0%	0%	4.0%	-9%	-17%
COC(=O)Cc1c(C)nc2nc(NCc3c(F)cccc3Cl)[nH]n2c1=O	-3%	-6%	0.6%	5%	2%
COc1ccc(-c2cc(=O)n(-c3ccc([N+](=O)[O-])cc3)[nH]2)cc1	-9%	17%	2.5%	3%	-10%
COc1ccc(S(=O)(=O)Nc2cccc3c2O[C@H](CN(C)S(=O)(=O)c2cn(C)cn2)[C@@H](C)CN([C@H](C)CO)C3=O)cc1	-1%	6%	2.5%	-5%	.
Cc1ccc(-c2cc(C#N)c(=O)n(Cc3c(Cl)cccc3Cl)c2)cc1	1%	6%	i	22%	3%	VEEV TC-83 Vero 10K pilot screen=0.3
Cc1cccc(C(=O)O/N=C(\N)Cc2ccc([N+](=O)[O-])cc2)c1	-2%	58%	8.3%	-15%	-5%
N#CC(Cc1ccccc1OC(F)F)c1nc2ccccc2[nH]1 (stereo not given)	2%	5%	1.4%	-2%	-8%
Cc1c(Cl)cccc1NC(=O)C1CC(=O)N(C2CCCC2)C1 (stereo not given)	.	.	0.5%	-4%	.
N=c1sccn1CC(=O)Nc1cc(S(=O)(=O)N2CCCCC2)ccc1Cl	8%	8%	i	14%	6%
COc1ccc(S(=O)(=O)N2CCCC2C(=O)Nn2cnnc2)cc1 (stereo not given)	11%	-8%	1.1%	-6%	2%
CCOC(=O)c1nc(C)sc1-c1ccnn1S(=O)(=O)c1ccccc1C(F)(F)F	10%	0%	2.1%	.	-1%
NNc1ccc(Cc2ccc(Cl)cc2Cl)nn1	38%	-4%	9.7%	8%	9%
CCN(CC)C(=O)c1ccc(NC(=O)Cn2nc(C)c3ccccc3c2=O)cc1	0%	1%	0.9%	1%	4%
